# Screens deposited in PubChem by National Center for Advancing Translational Sciences (NCATS).
# PGK inhibitor: blocks T. brucei phosphoglycerate kinase; P07378; Potency, µM (series often up to 57.5 µM), inactives show at the top dose activity change, negative = inhibition, usual class: inhibitors; 380,000 tested, 0.043% active; PGK/GAPDH coupled, Kinase-Glo luminescence, 60 min; further: on the % scale 0 is the no-effect control and ±100 the full control effect; nearly all actives have a fitted effect of over 60% in size
#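 Recombinant glycosomal PGK reaction used 1,3-bisphosphoglycerate generated in-well by GAPDH (100nM final) in 100mM TEA pH 7.6, 5mM MgCl2, 0.01% Tween-20. After 60 minutes at room temperature, ATP was read by Kinase-Glo Plus luminescence end-point.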
# ALOX12 inh: inhibitors of human 12S-lipoxygenase ALOX12 | Potency, µM (highest dose often 108 µM), inactives show top-dose activity change, negative = inhibition, hits mostly inhibitors | purified 12hLO, xylenol orange hydroperoxide absorbance | 580,000 tested, 1.1% active | P18054; further: on the % scale 0 is the no-effect control and ±100 the full control effect
#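 Hydroperoxide product was detected by ferrous iron/xylenol orange as the 573 to 405 nm absorbance ratio. Arachidonic acid at 40 uM (final) was turned over for 30 min at room temperature by 150 nM human 12hLO, pH 7.0 Hepes buffer, after 15 min compound preincubation.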
# Pin1 inh: blocks the human prolyl isomerase Pin1. Potency, µM (highest dose often 115 µM), inactives show at the highest dose activity, negative = inhibition, usual class: inhibitors. Pin1 FP peptide displacement, HiFluor488, 10 min. 390,000 tested, 0.009% active; active means well fitted inhibition curve with a large enough effect in the polarisation, with a control signal flat, not every such curve was filed as active; inconclusive means small, poorly fitted or top-dose-only effect, or effect the other way, or a change in a side signal; inactive means no such curve, though single readings can be large or run the other way; the % refers to the polarisation; further: on the % scale 0 is the no-effect control and ±100 the full control effect
# Target sequence (Q13526 whole entry, looked up): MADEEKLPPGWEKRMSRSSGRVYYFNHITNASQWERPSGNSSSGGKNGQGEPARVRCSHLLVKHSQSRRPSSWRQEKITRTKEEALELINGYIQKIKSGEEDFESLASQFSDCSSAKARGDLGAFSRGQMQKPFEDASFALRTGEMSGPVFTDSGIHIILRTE
# GLS inhibitor: glutaminase GLS (human) inhibition; O94925; Potency, µM (titrated, usually from 45.5 µM), for inactives: at the top dose activity change, negative = inhibition, most hits filed as inhibitors; AID 624170; 410,000 tested, 0.21% active; GLS enzymatic activity, qHTS titration; further: on the % scale 0 is the no-effect control and ±100 the full control effect
#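 Assay buffer: 45 mM KH2PO4 pH 8.2, 0.02% Tween-20. hKGA acts on L-glutamine (1 mM solution added); product glutamate is reported by an oxidase/peroxidase Amplex Red coupling, with fluorescence taken at baseline and 30 min.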
# JMJD2A Tudor inh: JMJD2A Tudor domain (human) inhibition. AlphaScreen JMJD2A-Tudor / H3K4me3 peptide binding. 390,000 tested, 4.4% active. Potency, µM (series often up to 114 µM), inactives show at the top dose activity change, negative = inhibition, hits mostly inhibitors. AID 504339. O75164; further: on the % scale 0 is the no-effect control and ±100 the full control effect; nearly all actives have a fitted effect of over 50% in size
# ERG Ets-DNA blk: inhibitors of human ERG Ets domain-DNA interaction | P11308 | fluorescence polarization, His-ERG Ets domain / labelled DNA | Potency, µM (doses to about 76.9 µM), for the others: at the highest dose FP activity, negative = inhibition, hits mostly inhibitors | 370,000 tested, 0.028% active | AID 624246; active means well fitted inhibition curve with a large enough effect in the polarisation, with a control signal flat; inconclusive means small, poorly fitted or top-dose-only effect, or effect the other way, or a change in a side signal; inactive means no such curve, though single readings can be large or run the other way; the % refers to the polarisation;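 further: polarization taken with two DNA probes labelled with fluorescein and Texas red; % of control where 0% means no effect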
# Target sequence (P11308 whole entry, looked up, the tested form may be a part): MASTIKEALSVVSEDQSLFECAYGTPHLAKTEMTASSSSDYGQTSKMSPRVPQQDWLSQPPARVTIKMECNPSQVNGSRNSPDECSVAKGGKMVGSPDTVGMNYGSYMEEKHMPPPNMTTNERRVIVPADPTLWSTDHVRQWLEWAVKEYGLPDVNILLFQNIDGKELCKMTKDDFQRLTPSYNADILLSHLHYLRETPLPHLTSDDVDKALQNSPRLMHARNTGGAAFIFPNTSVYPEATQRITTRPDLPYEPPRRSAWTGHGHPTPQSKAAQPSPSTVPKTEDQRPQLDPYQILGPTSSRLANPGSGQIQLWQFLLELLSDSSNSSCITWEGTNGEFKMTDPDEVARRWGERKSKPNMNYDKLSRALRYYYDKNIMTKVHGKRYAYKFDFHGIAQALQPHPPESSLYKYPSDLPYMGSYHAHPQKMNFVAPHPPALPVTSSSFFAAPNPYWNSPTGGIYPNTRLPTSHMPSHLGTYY
#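 His-tagged ERG Ets domain (1 uM in the protein solution; 300mM KCl, 50mM Tris-HCl, 1mM EDTA, 1mM DTT, pH 7.5) received compound, then a probe mix of 5 nM fluorescein-DNA and 100nM Texas-615-DNA. Fluorescence polarization was read for both dyes.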
# TrxR1 inh: blocks rat thioredoxin reductase 1 | recombinant rTrxR1, NADPH fluorescence consumption, selenite substrate | Potency, µM (series often up to 114 µM), inactives show at the top dose activity change, negative = inhibition, usual class: inhibitors | 390,000 tested, 1% active | AID 588453; further: on the % scale 0 is the no-effect control and ±100 the full control effect; nearly all actives have a fitted effect of over 65% in size
#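 Rat TrxR1 (90 nM in the dispensed reagent) was pre-reduced with 400 uM NADPH for 5 min at room temperature, then incubated with compound for 15 min. After 400 uM selenite was added, NADPH fluorescence (Ex 340/Em 450 nm) was followed for 8 min.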
# RGS4 inhibitor: inhibitors of human regulator of G protein signaling 4. P49798. Transcreener GDP fluorescence polarization, RGS4-accelerated GTP hydrolysis. Potency, µM (series often up to 114 µM), without a hit: at the top dose activity change, negative = inhibition, usual class: inhibitors. 390,000 tested, 0.039% active; further: on the % scale 0 is the no-effect control and ±100 the full control effect; nearly all actives have a fitted effect of over 75% in size; some results filed as inactive show a strong effect at the top dose
# Target sequence (P49798 whole entry, looked up): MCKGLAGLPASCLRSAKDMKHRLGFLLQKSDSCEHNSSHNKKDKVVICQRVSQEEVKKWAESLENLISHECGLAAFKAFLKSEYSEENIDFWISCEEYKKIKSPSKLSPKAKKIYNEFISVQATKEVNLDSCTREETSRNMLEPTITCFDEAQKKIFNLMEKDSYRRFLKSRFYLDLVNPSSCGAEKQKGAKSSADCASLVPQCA
#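 MLSMR compounds (23 nl, pin-transferred) preincubated 10 min at room temperature with a 500nM (2x) first reagent, then RGS4 at 900nM (2x) plus Transcreener GDP mix added; fluorescence polarization (620/688 nm) read before and after 90 min at 30 °C.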
# HP1b binding inh: HP1-beta chromodomain-methylated histone interaction inhibition; P83916; AlphaScreen HP1-beta / biotin-H3K9me3 peptide binding; Potency, µM (titrated, usually from 114 µM), inactives show at the top dose activity change, negative = inhibition, actives largely listed as inhibitors; 390,000 tested, 0.56% active; AID 540317; further: nearly all actives have a fitted effect of over 70% in size; inactives centre near 23
# Target sequence (P83916 whole entry, looked up): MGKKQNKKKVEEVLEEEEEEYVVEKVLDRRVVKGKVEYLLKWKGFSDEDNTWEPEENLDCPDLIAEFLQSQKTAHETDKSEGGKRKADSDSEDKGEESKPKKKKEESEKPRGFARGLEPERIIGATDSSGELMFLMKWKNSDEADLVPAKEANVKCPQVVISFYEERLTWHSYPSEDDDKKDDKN
#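 HP1-beta protein (50 nM final) preincubated 30 min at room temperature with biotinylated H3(1-18)K9me3 peptide (50 nM) in PBS pH 7.4, 0.01% Tween-20, then compound added for 30 min. AlphaScreen streptavidin donor/nickel chelate acceptor beads (10 ug/mL final), 30 min dark, luminescence read.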
# * marks the source's active call; other numbers are inactive results; i = inactive; ? = inconclusive; . = no result given; & = joins results of further samples; [ ] = remark or other dose. Unless noted, the call rests on the fitted dose curve; in most records, active means well fitted curve in the direction sought with a large enough effect; inconclusive means small, poorly fitted or top-dose-only effect, or another doubt; inactive means no such curve, though single readings can be large; an effect the other way counts as inactive or inconclusive. Potency means the concentration at half of the fitted maximal effect. A portion of the library. The share of hits here may be higher or lower than overall.
SMILES,PGK inhibitor,ALOX12 inh,Pin1 inh,GLS inhibitor,JMJD2A Tudor inh,ERG Ets-DNA blk,TrxR1 inh,RGS4 inhibitor,HP1b binding inh
Cc1cc(N2CCOCC2)nc2ccc(NC(=O)CCC(=O)N3CCC(C)CC3)cc12,3%,21%,11%,-1%,40%[activator],-2%,-19%,27%,41%[activator]
O=C(Nc1ccccn1)c1ccc2c(c1)OCCO2,-18%,-8%,-6%,2%,-3%,-10%,31%[57.1 µM],-2%,17%
Cc1ccc(Nc2c([N+](=O)[O-])c(=O)n(C)c3ccccc23)cc1C,-8%,-6%,-1%,-11%,?,-3%,14%,-7%,?
Cc1ccccc1NC(=S)N(Cc1cccnc1)Cc1ccccc1Cl,5%,2%,4%,-6%,5%,-5%,21%[57.1 µM],-1%,18%
Cc1[nH]nc(N=Cc2c(O)n(C)c(=O)n(C)c2=O)c1-c1ccccc1,-7%,.,7%,-4%,-4%,-13%,14%,-1%,21%
O=C(CNS(=O)(=O)c1c(F)cccc1F)NC1CCCc2ccccc21 (stereo not given),i,-6%,-6%,-13%,-6%,15%,20%[57.1 µM],-13%,16%[57 µM]
FC(F)(F)c1nnc2ccc(Cl)nn12,10%,-2%,5%,?,-6%,-9%,8%,-16%,37%
CCOC(=O)c1cc(S(=O)(=O)Nc2ccc(C)cc2Cl)[nH]n1,i,-7%,-9%,-2%,-33%,0%,23%[57.1 µM],-9%,13%[57 µM]
COc1ccc(C2=CN3CCCCC3CC2=O)cc1OC (stereo not given),-6%,-17%,-1%,26%,-4%,5%,24%,28%,21%
Cc1ccc(N2CC(C(=O)Nc3nnc(SCC(=O)NCC4CCCO4)s3)CC2=O)cc1C (stereo not given),3%,165%[activator],4%,1%,-3%,1%,-7%,10%,39%
O=C(c1ccccc1Br)N1CCCC(c2nc(-c3cccs3)no2)C1 (stereo not given),-7%,-4%,3%,4%,-20%,-1%,26%,-16%,25%
COC(=O)c1cccc(Cn2nnc3sc4c(c3c2=O)CCC(C(C)(C)C)C4)c1 (stereo not given),.,-26%,22%,-10%,-4%,-5%,15%,-11%,52%[activator]
COc1ccccc1CC(=O)Nc1cc(Cl)ccc1O,-10%,6%,-2%,0%,-14%,-3%,1%,-30%,25%
CCN(C[C@H]1N[C@@](Cc2ccccc2)(C(=O)OC)[C@H]2C(=O)N(Cc3ccccc3)C(=O)[C@@H]12)C(C)=O,4%,-14%,5%,3%,-9%,7%,18%,25%,37%
O=C(c1c(O)cc(O)cc1O)C1c2c(cc(O)c3c2O[C@H](c2ccc(O)cc2)[C@@H](O)C3)OC1c1ccc(O)cc1 (stereo not given in full),-2%,25µM*,18%,0%,?,7%,?,-33%,38%
O=C(NC1CCN(S(=O)(=O)c2ccc(F)cc2)CC1)c1ccc(F)cc1,i,-14%,0%,-3%,-17%,-7%,14%,7%,22%
Cc1ccc2c(c1)C1(OCCCO1)C(=O)N2CC(=O)NN,2%,0%,-1%,8%,-9%,-8%,14%,28%,36%
C/C=C(\C)C(=O)OC(C)(C)[C@H]1Cc2cc3ccc(=O)oc3cc2O1,-3%,-3%,3%,-4%,3%,10%,10%,-12%,81%[activator]
CCN(CC)C(=O)CC(c1cc(OC)c(OC)c(OC)c1)c1c(O)cc(OC)cc1OC (stereo not given),-3%,7%,6%&-2%,9%,-21%&-23%,-13%,2%&14%,-14%&-2%,35%&16%
CC(C)(C)C(=O)N1CCN(S(=O)(=O)c2ccc3c(c2)OCCCO3)CC1,i,-22%,-6%,-4%,-12%,15%,-6%,3%,15%
OC(CN1CCNCC1)Cn1c2ccccc2c2ccccc21 (stereo not given),-2%,?,3%,17%,-28%,0%,33%,29%,12%
CN(Cc1nc(Cc2ccccc2F)no1)Cc1cccc2ncccc12,4%,0%,-4%,11%,12%,1%,6%[57.1 µM],-1%,18%
COc1ccc(C(CNC(=O)c2ccc(S(=O)(=O)N3CC(C)CC(C)C3)cc2)N(C)C)cc1 (stereo not given),-7%,-14%,1%,15%,-24%,8%,19%,15%,-23%
COc1ccc(C(=O)Nc2ccc3nc(SCC(=O)N(C)c4ccccc4)sc3c2)cc1,i,-21%,31%[activator],2%,-6%,3%,42%[activator],-18%,62%[activator]
CC(=O)Nc1ccc(S(=O)(=O)Nc2cc(Cl)ccc2N2CCOCC2)cc1,-7%,33%[activator],-1%,-12%,-25%,4%,7%,-22%,8%
COC(=O)NCc1c(C)nn(-c2ccccc2)c1-n1cccc1,5%,1%,-10%,4%,-16%,-1%,-6%,5%,15%
CCOCCCNC(=O)/C(C#N)=C/c1cc(OC)c(O)c([N+](=O)[O-])c1,0%,-15%,-5%,-13%,-23%,1%,-6%[57.1 µM],11%,-17%
COC(=O)CNC(=O)COC(=O)/C=C/c1ccccc1[N+](=O)[O-],-6%,-13%,-1%,-7%,3%,-7%,14%,-6%,15%
O=C(c1cccs1)N1CCC(c2nc3c(nnn3Cc3ccccc3Cl)c(=O)[nH]2)CC1,-4%,?,-5%,0%,-27%,-2%,13%,11%,-7%
CC1CN(S(=O)(=O)c2ccc(CN3C(=O)c4cccnc4C3=O)cc2)c2ccccc2O1 (stereo not given),1%,-18%,2%,8%,-8%,-11%,3%,11%,30%
CCOC(=O)N1CCN(C(=O)c2ccccc2-c2ccccc2)CC1,-6%,50%[activator],5%,-13%,5%,-6%,-2%,-5%,32%[activator]
COc1ccc(NC(=O)NNC(=O)COc2ccc3ccccc3c2)cc1OC,-9%,495%[activator],1%,0%,-18%,3%,10%,5%,21%
CCOC(=O)C1CCN(S(=O)(=O)c2c(C)n[nH]c2C)CC1,5%,?,-4%,-2%,-11%,1%,0%,-28%,66%[activator]
Fc1ccccc1NC(=S)Nn1cnnc1,-6%,0%,-2%,3%,50µM*,0%,?,?,-21%
COc1cc(C(=O)Oc2c(Sc3ccccc3)c(C)nn2-c2ccccc2)cc(OC)c1OC,i,?,3%,21%,-2%,0%,32%,?,64%[activator]
O=C(c1ccc([N+](=O)[O-])cc1)N1CCN(C(=O)C2CCCCC2)CC1,-3%,109%[activator],-1%,-1%,-15%,4%,4%,1%,20%
CCn1c(SCCC(C)C)nnc1-c1c[nH]c2ccccc12,-1%,15%,3%,16%,-24%,-5%,5%[57.1 µM],-11%,25%
CC(C)(C)c1ccc(CN(Cc2ccco2)Cc2nnnn2C2CCCC2)cc1,-6%,-29%,12%,-3%,11%,6%,-15%,-21%,64%[activator]
COc1ccc(/C=C/C(=O)N2CCC(c3nc4ccccc4o3)CC2)cc1OC,i,-22%,-6%,-9%,-24%,6%,12%,-11%,6%
Cc1ccc(N(CC(N)=O)C2SC(=O)N(C)C2=O)cc1 (stereo not given),-1%,4%,-6%,17%,-11%,-6%,5%,-25%,4%
O=C(NCC1CCCO1)c1onc(CSc2ccccc2F)c1C(=O)O (stereo not given),-3%,-11%,2%,17%,-17%,-7%,19%,7%,5%

# Random excerpt: 2 records from the list, in no set order.
SMILES,PGK inhibitor,ALOX12 inh,Pin1 inh,GLS inhibitor,JMJD2A Tudor inh,ERG Ets-DNA blk,TrxR1 inh,RGS4 inhibitor,HP1b binding inh
Cc1ccc(N(CC(N)=O)C2SC(=O)N(C)C2=O)cc1 (stereo not given),-1%,4%,-6%,17%,-11%,-6%,5%,-25%,4%
CCOC(=O)C1CCN(S(=O)(=O)c2c(C)n[nH]c2C)CC1,5%,?,-4%,-2%,-11%,1%,0%,-28%,66%[activator]

# Individual results from above:
# `CCn1c(SCCC(C)C)nnc1-c1c[nH]c2ccccc12` in ERG Ets-DNA blk is entered as -5%
# `COc1ccc(NC(=O)NNC(=O)COc2ccc3ccccc3c2)cc1OC` in JMJD2A Tudor inh is entered as -18%
# `O=C(NCC1CCCO1)c1onc(CSc2ccccc2F)c1C(=O)O` (stereo not given) in GLS inhibitor is entered as 17%
# `COc1ccc(/C=C/C(=O)N2CCC(c3nc4ccccc4o3)CC2)cc1OC` in HP1b binding inh is entered as 6%
# `CC(C)(C)c1ccc(CN(Cc2ccco2)Cc2nnnn2C2CCCC2)cc1` in TrxR1 inh is entered as -15%

# Molecules listed so far that contain a thiophene ring, fused or not (3):
SMILES,PGK inhibitor,ALOX12 inh,Pin1 inh,GLS inhibitor,JMJD2A Tudor inh,ERG Ets-DNA blk,TrxR1 inh,RGS4 inhibitor,HP1b binding inh
O=C(c1ccccc1Br)N1CCCC(c2nc(-c3cccs3)no2)C1 (stereo not given),-7%,-4%,3%,4%,-20%,-1%,26%,-16%,25%
COC(=O)c1cccc(Cn2nnc3sc4c(c3c2=O)CCC(C(C)(C)C)C4)c1 (stereo not given),.,-26%,22%,-10%,-4%,-5%,15%,-11%,52%[activator]
O=C(c1cccs1)N1CCC(c2nc3c(nnn3Cc3ccccc3Cl)c(=O)[nH]2)CC1,-4%,?,-5%,0%,-27%,-2%,13%,11%,-7%
